S1P3 antagonist = antagonists of human S1P3 receptor; Q99500; CHO S1P3 NFAT-BLA reporter, FRET fluorescence, antagonist mode; inhibition, % at 4.98 µM; actives 0.27% (n = 170,000); AID 485;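 active = inhibition above the plate cutoff, the mean inhibition of test wells on that plate plus 3 SD, cut at about 28% in these data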;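 also: cells challenged with S1P at its EC80 of 0.8 µM; blue over green emission ratio from cleaved BLA substrate after 4 h stimulation; 0% = S1P-stimulated wells and 100% = unstimulated DMSO-only wells; some compounds past the cut are filed as inactive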
Target sequence (Q99500 whole entry, looked up): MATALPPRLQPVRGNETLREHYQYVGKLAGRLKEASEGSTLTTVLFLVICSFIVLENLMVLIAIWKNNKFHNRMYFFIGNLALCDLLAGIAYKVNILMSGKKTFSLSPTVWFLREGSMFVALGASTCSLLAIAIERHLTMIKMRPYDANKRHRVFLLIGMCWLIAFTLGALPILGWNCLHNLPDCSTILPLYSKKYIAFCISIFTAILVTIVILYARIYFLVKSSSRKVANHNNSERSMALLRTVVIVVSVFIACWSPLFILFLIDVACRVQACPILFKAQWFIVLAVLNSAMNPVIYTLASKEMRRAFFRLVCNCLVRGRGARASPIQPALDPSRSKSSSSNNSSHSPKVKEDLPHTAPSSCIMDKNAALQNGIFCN
* marks the source's active call; other numbers are inactive results.

The opening 7 entries, ahead of the listing:
SMILES	S1P3 antagonist
O=C(CN1CCN(C/C=C/c2ccccc2)CC1)NCc1ccc(Cl)cc1	4
CCOC(=O)c1c(O)c(O)c(C(=O)OCC)n1-c1ccccc1	-6
CC(=O)Nc1ccc(C2C(=O)c3ccccc3C2=O)cc1	18
COC(=O)c1ccc(/C=N/N2CCN(Cc3ccccc3Cl)CC2)cc1	9
COc1cc(/C=C2\SC(=S)N(NS(=O)(=O)c3ccccc3)C2=O)ccc1O	5
COc1cc(/C=C2/CCCC(C(=O)C(F)(F)F)=C2O)ccc1O	8
CC(=O)Nc1ccc(S(=O)(=O)Nc2nc3ccccc3nc2Nc2ccc(N)cc2)cc1	-7

All compounds of this part (from the top)
SMILES	S1P3 antagonist
O=C(CN1CCN(C/C=C/c2ccccc2)CC1)NCc1ccc(Cl)cc1	4
CCOC(=O)c1c(O)c(O)c(C(=O)OCC)n1-c1ccccc1	-6
CC(=O)Nc1ccc(C2C(=O)c3ccccc3C2=O)cc1	18
COC(=O)c1ccc(/C=N/N2CCN(Cc3ccccc3Cl)CC2)cc1	9
COc1cc(/C=C2\SC(=S)N(NS(=O)(=O)c3ccccc3)C2=O)ccc1O	5
COc1cc(/C=C2/CCCC(C(=O)C(F)(F)F)=C2O)ccc1O	8
CC(=O)Nc1ccc(S(=O)(=O)Nc2nc3ccccc3nc2Nc2ccc(N)cc2)cc1	-7
COc1ccc(CCNc2c3ccccc3nc3ccccc23)cc1OC	5
CN=C1S/C(=C/c2cn(CC(=O)OC)c3ccccc23)C(=O)N1C	-2
COc1cccc(CN2CCNC(=O)C2CC(=O)NCCCn2ccnc2)c1 (stereo not drawn)	-20
CCOC(=O)Cc1nn(Cc2nc(-c3ccc(C)cc3)cs2)c(=O)c2ccccc12	6
Cc1ccccc1NC(=O)Nc1ccccc1N1CCCCC1	-8
CCNC(=O)COC(=O)CCNC(=O)c1ccc(Cl)cc1	-12
CCOCCn1c(SCc2ccccc2)nc2c1c(=O)[nH]c(=O)n2C	3
COc1cc2c(=O)n(Cc3ccccc3)c(=O)n(CC(=O)C(C)(C)C)c2cc1OC	-4
CC(C)(C)OC(=O)N1CCC[C@H]1c1nnc(SCc2ccc(Cl)cc2)o1	9
O=C1Cc2ccccc2C(c2ccc(Cl)cc2Cl)N1 (stereo not drawn)	-13
CC(C)[C@H](NC(=O)NCCC1=CCCCC1)C(=O)O	4
COc1ccc(CC(=O)n2[nH]c(=O)cc(C)c2=O)cc1OC	-3
CC(NCc1ccc(S(N)(=O)=O)cc1)C(=O)Nc1cccc(Cl)c1 (stereo not drawn)	7
C/C(=N\NC(=O)Cc1cccn1C)c1ccc([N+](=O)[O-])cc1	-5
O=C(NCC1CCCN(C(=O)CN2CCCCC2)C1)c1ccccc1Cl (stereo not drawn)	-12
COc1ccc(C(=O)/C=C/Nc2ccccn2)c(OC)c1	-4
O=C(N/N=C1\CCS(=O)(=O)c2ccc(F)cc21)c1ccc(O)cc1	-15
O=S(=O)(NCc1csc(-c2cccs2)n1)c1cccc(C(F)(F)F)c1	1

An excerpt from above in order of their number in S1P3 antagonist, rising.
canonical_smiles	S1P3 antagonist
CCNC(=O)COC(=O)CCNC(=O)c1ccc(Cl)cc1	-12
C/C(=N\NC(=O)Cc1cccn1C)c1ccc([N+](=O)[O-])cc1	-5
CCOCCn1c(SCc2ccccc2)nc2c1c(=O)[nH]c(=O)n2C	3
CC(C)[C@H](NC(=O)NCCC1=CCCCC1)C(=O)O	4
CC(NCc1ccc(S(N)(=O)=O)cc1)C(=O)Nc1cccc(Cl)c1 (stereo not drawn)	7
COC(=O)c1ccc(/C=N/N2CCN(Cc3ccccc3Cl)CC2)cc1	9

Carrying on.
SMILES	S1P3 antagonist
CCOC(=O)Cc1csc(NC(=O)/C=C/c2ccccc2Cl)n1	-7
Cc1cc(C(=O)OCC(=O)Nc2cccc(S(=O)(=O)N(C)C)c2)c(C)o1	1
Cc1cc(CN(C)C(=O)CC2C(=O)NCCN2Cc2c(F)cccc2Cl)on1 (stereo not drawn)	-1
NC(=S)N/N=C1\CCOc2ccc(Cl)cc21	-7
CC(C)NC(=O)c1ccc(C(C)C)cc1	-1
CC(=O)N(CCC(Cc1ccccc1)c1ccco1)Cc1ccco1 (stereo not drawn)	-5
CC1(C)CCCC2=C1CC1C(=O)N(N)C(=O)C1C2 (stereo not drawn)	7
Oc1c(Br)cc(Br)cc1/C=N/NC(=S)N[C@H]1CC2C=CC1C2 (stereo partly drawn)	-8
CCOCCn1c(=O)c2c(nc3n2CCN3c2ccc(CC)cc2)n(C)c1=O	-2
Cc1ccc(S(C)(=O)=NC(=O)NC(=O)c2c(Cl)cccc2Cl)cc1 (stereo not drawn)	3
O=C1C(=O)c2ccccc2C(O)=C1CCCCl	-12
O=C(Nc1cccc([N+](=O)[O-])c1)c1cccc(C(=O)Nc2cccc([N+](=O)[O-])c2)c1	1
COc1ccc(CC(=O)OCC(=O)Nc2ccc(N3CCOCC3)cc2)cc1	-5
Cc1sc2c(c1C)C(O)=C(C(=O)Nc1ccccc1)S(=O)(=O)N2C	2
N#Cc1ccc(-c2cccnc2)nc1SCC(=O)c1ccccc1	4
O=C(NCC1CCCO1)c1ccccc1-c1nc(-c2ccccc2Cl)no1 (stereo not drawn)	-4
CN(C)NC(=S)Nc1ccc(S(=O)(=O)N2CCCCC2)cc1	-6
CCOc1cc2c(cc1OCC)C(c1ccccc1)N(c1ccc(C(=O)O)cc1)C(=O)C2 (stereo not drawn)	-3
Cc1cc(-c2ccc(Cl)cc2)n2ncnc2n1	6
Cc1ccc(NC(=O)c2sc(N)nc2-c2ccc([N+](=O)[O-])cc2)cc1C	-4
CC(=O)Oc1c(C)c(OC(C)=O)c2c(c1C(C)=O)OC1CC(=O)C(C(C)=O)=C(O)C21C (stereo not drawn)	-9
Cc1ccc(-c2cc(-c3ccco3)c3c(N)c(C(=O)NN)oc3n2)cc1	8
O=P(O)(CN1CCCCCC1)C1Cc2ccccc2C1	10
COC(=O)C1=C(N)Oc2cc(C)[nH]c(=O)c2C1c1ccc(Cl)cc1 (stereo not drawn)	13
COc1cc(C(=O)N[C@H](C(=O)Nc2nnc(C3CC3)s2)C(C)C)cc(OC)c1OC	-12
SMILES	S1P3 antagonist
O=C(CN1CC[C@@]2(O)CCCC[C@H]2[C@@H]1c1ccc(F)cc1)NCc1ccco1	-4
CC(C)c1nc2sc3ccccc3c(=O)c2c(=O)n1Cc1ccccc1	1
C/C(=N\NC(=S)NC(C)C)c1ccccc1	-4
COc1ccccc1CNC(=O)c1n[nH]c2ccccc12	9
O=c1ccn(CCCBr)c(=O)[nH]1	-5
O=c1c2ccccc2nc2c3ccccc3c(N3CCOCC3)nn12	19
COc1cccc(NC(=O)NCc2c(-c3ccccc3)noc2C)c1	-1
CCCNS(=O)(=O)c1ccc(OCC(=O)N(C)Cc2ccccc2)cc1	8
CCOC(=O)C1(CCCc2ccccc2)CCN(C(=O)COC)CC1	6
CCOC(=O)c1c(NC(=O)Cn2nc(C(=O)O)c3ccccc3c2=O)sc(C)c1C	6
COc1ccc(C2CC(=O)C3=C(C2)Nc2ccccc2N(C(=O)CCC(=O)O)C3c2ccc(F)cc2)cc1 (stereo not drawn)	0
CN(C)c1nc2ncn(Cc3ccccc3)c2c(=O)[nH]1	15
O=C(CN1C(=O)NC2(CCCCC2)C1=O)Nc1cccc(S(=O)(=O)N2CCOCC2)c1	-1
COc1ccc2oc(C(=O)C3CC3)c(NC(=O)CCCN3C(=O)c4ccccc4C3=O)c2c1	-9
COc1ccc(-c2csc(NC(=O)CSc3nc(C)nc4sc(C(=O)O)c(C)c34)n2)cc1	7
O=C1CC(C(=O)Nc2ccc(Cl)c(Cl)c2)S/C(=N\N=C\c2ccco2)N1 (stereo not drawn)	6
COc1ccc(NC(=O)Cn2cnc3c(oc4nc5c(cc43)COC(C)(C)C5)c2=O)cc1	0
O=[N+]([O-])c1ccccc1/C=C/C=N/n1c(-c2ccccc2F)n[nH]c1=S	-5
Clc1ccc(-c2nc(NCCCN3CCOCC3)c3ccccc3n2)cc1	-6
O=C(N/N=C/c1ccc2c(c1)OCO2)c1cc2ccccc2o1	-3
Cc1ccc(C(c2sc3nc(C)nn3c2O)N2CCN(CCO)CC2)cc1 (stereo not drawn)	-18
CCN1C(=O)/C(=C/C=C2\N(CC)c3cc(S(=O)(=O)N(C)C)ccc3N2c2ccccc2)SC1=S	4
CCCc1c(C(=O)NNc2cc(C(F)(F)F)ccc2Cl)cnn1-c1ccccc1	-12
COc1ccccc1NC(=O)Nc1ccc(-n2ccc(C(F)(F)F)n2)cc1	27
CSc1sc(C(=O)NNC(C)=O)c2c1C1(CCC2)SCCS1	-1
SMILES	S1P3 antagonist
COc1cc(/C=N/NC(=S)NC2CC3CC2C2C=CCC32)ccc1O (stereo not drawn)	-3
CCOC(=O)c1cc(-c2ccc(N3CCOCC3)cc2)nn1-c1ccccc1C(=O)O	-20
Cc1ccc(/C=N/N2CCN(Cc3ccc(C)cc3)CC2)cc1	-4
O=C1C=CC(=O)N1c1ccc(O)cc1	-8
Cc1cc(NC(=O)COC(=O)c2cc(S(=O)(=O)N(C)c3ccccc3)ccc2Cl)no1	9
COc1cc2c(cc1OC)-c1cc(Nc3ccc(N(C)C)cc3)nc(=O)n1CC2	5
Cc1cc(SCC(=O)c2ccccc2)n2ncc(-c3ccccc3)c2n1	7
COc1cccc(CCc2nnc(CCC(=O)NC(C)Cc3cccs3)o2)c1 (stereo not drawn)	-2
COc1ccc2[nH]c(C(=O)Nc3ccc(F)cc3Br)cc2c1	15
COc1ccccc1C1CC(c2ccccc2)=NN1S(=O)(=O)c1ccccc1 (stereo not drawn)	4
N#C/C(=C\c1cccs1)C(=O)Nc1ccccn1	0
CCCCn1c2ccccc2c2cc(CC(N)=O)ccc21	6
O=C(N/N=C/c1sc(N2CCOCC2)nc1-c1ccccc1)c1cccc(S(=O)(=O)N2CCOCC2)c1	-1
Cc1c(C)c(C)c(CN2CCSCC2)c(C)c1C	-7
Cc1cc(C)nc(N2CCC(C(=O)NNC(=O)Cc3ccccc3)CC2)n1	-5
COc1cc2c(cc1OC)C(c1cccs1)N(C(=O)c1cccc(S(=O)(=O)N(C)C)c1)CC2 (stereo not drawn)	0
N#Cc1cnn(-c2ccccc2)c1NC(=O)CN1CCN(c2ccccc2)CC1	0
NC(=O)NC(=O)COC(=O)c1ccc2c(c1)C(=O)N(Cc1ccccc1)C2=O	-4
COC(=O)c1ccc(C(=O)OC)c(NC(=O)c2oc(C)nc2C)c1	6
COc1cc(C(=O)NC(=S)NNC(=O)[C@H]2C[C@@H]2c2ccccc2)cc(OC)c1OC	-22
CC(C)C(=O)NN1c2ccccc2CCc2ccccc21	-14
O=C(CSc1nnc2c(n1)[nH]c1ccccc12)Nc1cccc(S(=O)(=O)N2CCOCC2)c1	0
O=C(O)/C=C/c1cn(-c2ccccc2)nc1-c1cc2ccccc2oc1=O	1
CN(C)CCCn1c(=O)n(Cc2ccco2)c(=O)c2c3c(sc21)CCCCC3	-10
CC(C)(C)NC(=S)NC1CC1	-14
SMILES	S1P3 antagonist
CCC(C)[C@H](NC(=O)NCCCOC(C)C)C(=O)OC (stereo partly drawn)	-1
O=C(Nc1ccc(F)cc1F)NC1CCN(Cc2c(F)cccc2Cl)CC1	-2
COc1ccc(CNC(=O)c2cc(-c3cc(C)ccc3O)n[nH]2)cc1	-4
Cc1sc2ncn(CC(=O)NCc3ccccc3)c(=O)c2c1C	-7
CN(C)c1ccc(/C=N/N2CCN(c3ccccn3)CC2)cc1	1
Cc1cc(C(=O)COC(=O)c2ccc(N)c([N+](=O)[O-])c2)c(C)n1Cc1ccc2c(c1)OCO2	-11
COC(=O)C1=C(C)N(Cc2ccc(OC)cc2)C(=O)/C1=C\c1ccco1	4
Cc1cc(N(C)C)ccc1N=Nc1ccc2ncccc2c1	-1
Cc1nnc(SCC(=O)Nc2cc(S(=O)(=O)N3CCCC3)ccc2Cl)s1	13
c1ccc(-n2ncc3c(NC4CCCCCC4)ncnc32)cc1	-3
O=C(O)CCCCCNC(=O)C(=O)C1C(=O)Nc2ccccc21 (stereo not drawn)	-8
CCOC(=O)N1CCC(NC(=O)C2CCN(Cc3nc(-c4ccc(CC)cc4)oc3C)CC2)CC1	5
CCOc1ccc(S(=O)(=O)N(C)c2ccc(OCC(=O)NCCc3ccc(OC)cc3)cc2)cc1	-4
NC(=O)c1sc2nc3c(c(-c4ccco4)c2c1N)CCCC3	12
COc1ccccc1P(=O)(c1ccccc1)c1ccccc1NC(C)=O (stereo not drawn)	-25
Cc1cn(CCC(=O)Nc2ccc(N3CCOCC3)cc2)c2ccccc12	3
CN(C)C(=O)CS(=O)(=O)c1ccc(Cl)cc1	-5
Cc1cccc2cc(C3CC(c4cccs4)=NN3S(C)(=O)=O)c(Cl)nc12 (stereo not drawn)	-10
Cc1ccc(S(=O)(=O)N2CCOCC2)cc1NC(=O)c1cc(-c2ccccn2)nc2ccccc12	0
CN(C)C(=S)Nc1ccc(Br)c(Cl)c1	-4
CCn1c(O)c(C=NC2CCCC(C)C2C)sc1=S (stereo not drawn)	6
NC(N)=Nc1nc2ccc([N+](=O)[O-])cc2[nH]1	-1
Cc1cc(C)c2nc(Cl)c(Cl)nc2c1	-13
COc1cccc(/C=N/Nc2nc3ccccc3[nH]2)c1OC	13
COc1cc(OC)nc(NC(=O)NS(=O)(=O)c2ccccc2Cl)n1	-13
SMILES	S1P3 antagonist
CCNc1nc(Oc2ccc(C(=O)OC)cc2)nc(N2CCOCC2)n1	-10
COCC(C)n1c(C)cc(C(=O)CSc2nc(C)c(C)c(C)n2)c1C (stereo not drawn)	-10
CC(=O)Nc1ccc(NC(=O)C(C)OC(=O)c2ccccc2NS(=O)(=O)c2cccs2)cc1 (stereo not drawn)	8
CCn1cc(C(=O)Nc2nncs2)c(=O)c2cc(F)c(N3CCN(C(=O)c4ccco4)CC3)cc21	-59
COc1ccc(-c2cc3nc4n(c(=O)c3s2)CCCCC4)cc1	5
CN(CCO)c1ncnc2c1sc1nc(N3CCOCC3)c3c(c12)CCC3	-8
COC(=O)c1nnn(-c2cccc(Cl)c2)c1C(=O)OC	-2
COc1ccc(-c2nnc3ccc(SCC(=O)N4CCN(c5ccccc5)CC4)nn23)cc1OC	-3
Cc1ccc(CN2CCN(/N=C/C(Br)=C\c3ccccc3)CC2)cc1	-19

Only part of the results is shown; count on the stated rates, not on these rows.
